# OX1R antag = antagonists of human orexin 1 receptor | O43613 | CHO/OX1R cells, Fluo-8 calcium fluorescence, orexin A | inhibition, % at 5 µM | hit rate 0.43% among 330,000;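 active = inhibition above its plate's threshold, mean inhibition of all tested compounds on the plate plus 3 SD, cut at about 37% in these data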;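 note: 0% = orexin A challenge wells and 100% = SB-334867-A antagonist wells; not every result past the cut was called active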
# Target sequence (O43613 whole entry, looked up): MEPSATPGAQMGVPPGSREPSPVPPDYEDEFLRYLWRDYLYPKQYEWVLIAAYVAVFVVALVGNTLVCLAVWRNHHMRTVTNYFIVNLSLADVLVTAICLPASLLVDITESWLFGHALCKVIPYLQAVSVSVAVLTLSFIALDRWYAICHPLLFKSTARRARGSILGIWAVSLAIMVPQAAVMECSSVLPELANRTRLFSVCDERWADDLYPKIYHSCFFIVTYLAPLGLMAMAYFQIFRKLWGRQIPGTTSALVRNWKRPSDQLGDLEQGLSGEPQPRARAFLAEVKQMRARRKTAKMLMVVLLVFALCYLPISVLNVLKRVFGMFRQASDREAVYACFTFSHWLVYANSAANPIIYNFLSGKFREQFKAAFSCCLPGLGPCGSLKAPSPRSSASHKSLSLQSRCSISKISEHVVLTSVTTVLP
# CHT allo act = allosterically activates the human high affinity choline transporter | hit rate 0.49% among 310,000 | CHT-expressing cells, membrane potential dye, choline EC20; stronger effect = higher value; LV-AA mutant CHT in HEK293 cells | AID 488977 | B-score at 10 µM;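 active = initial fluorescence not abnormally high and integrated response B-score, plate-corrected, over 3 SD above library mean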
# Target sequence (Q9GZV3 whole entry, looked up): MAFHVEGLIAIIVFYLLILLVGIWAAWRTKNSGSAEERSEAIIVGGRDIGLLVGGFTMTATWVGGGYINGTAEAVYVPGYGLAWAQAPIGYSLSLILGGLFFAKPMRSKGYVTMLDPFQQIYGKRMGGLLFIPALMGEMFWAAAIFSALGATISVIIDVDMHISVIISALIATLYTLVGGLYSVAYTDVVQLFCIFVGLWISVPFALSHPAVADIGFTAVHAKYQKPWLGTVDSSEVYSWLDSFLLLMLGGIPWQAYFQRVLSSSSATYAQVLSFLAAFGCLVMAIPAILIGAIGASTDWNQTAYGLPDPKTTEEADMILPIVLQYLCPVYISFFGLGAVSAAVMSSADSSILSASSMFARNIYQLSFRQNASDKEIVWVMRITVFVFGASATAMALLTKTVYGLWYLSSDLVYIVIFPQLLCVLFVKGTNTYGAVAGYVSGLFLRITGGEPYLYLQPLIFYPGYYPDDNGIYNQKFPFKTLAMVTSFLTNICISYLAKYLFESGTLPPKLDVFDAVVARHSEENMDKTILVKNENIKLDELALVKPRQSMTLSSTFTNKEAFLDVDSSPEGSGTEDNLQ
# * hit, by the source's call; i = inactive; · = no result given.
# The line under a structure holds: OX1R antag	CHT allo act
- Cn1nc(-c2ccccc2)c(/C=N/O)c1Cl
    -9.4	i
- COc1ccc(CCNC(=O)CCc2cn(C)c3ccccc23)c(OC)c1
    -24.4	i
- CCOC(=O)N1CCN(C(=O)Nc2ccc3nc(C)c(C)nc3c2)CC1
    -22.4	i
- COC(=O)C[C@H]1c2cc(F)ccc2S(=O)(=O)N1Cc1ccccc1
    -6.4	i
- N#CCCn1nc(-c2ccccc2)cc1Nc1ccccc1NC(=O)C(F)(F)F
    -3.4	i
- O=c1c(Cc2ccc(F)cc2)c(O)ccn1Cc1cccc(Cl)c1
    -11.0	i
- CS(=O)(=O)Nc1ccc(C(=O)Nc2cccc([N+](=O)[O-])c2)cc1
    8.1	i
- O=C(NCc1ccco1)c1cccc(S(=O)(=O)N2CCOCC2)c1
    -17.7	i
- COc1ccc(C(=O)CCC(=O)O)c(C)c1
    0.2	i
- c1coc(CNc2nc(-c3cccs3)cs2)c1
    -4.3	i
- Cc1ccc(NC(=S)NC(CO)C(O)c2ccc([N+](=O)[O-])cc2)cc1 (configuration not stated)
    -40.4	i
- COc1ccc(NC(=O)NNC(=O)c2ccc(-c3ccccc3)cc2)cc1
    11.0	i
- O=C(Cc1csc(-c2cccc(Cl)c2)n1)Nc1cccc(S(=O)(=O)NC2=NCCC2)c1
    -24.4	i
- O=C(Nc1nnc(-c2ccc(Cl)cc2)o1)NC1CCCCC1
    -9.3	i
- COCC(=O)OCn1nnc2ccccc2c1=O
    -11.4	i
- COc1ccc(-c2[nH]ncc2-c2cnc(C)s2)c(O)c1
    20.3	i
- CC1CCC(NC(=O)c2cccc(S(=O)(=O)N3CCN(C)CC3)c2)CC1 (configuration not stated)
    -26.1	i
- O=C(CCc1nc2sc3c(c2c(=O)[nH]1)CCCC3)Nc1cccc(Cl)c1
    -19.3	i
- CSc1ccccc1NC(=O)COC(=O)c1ccc(-n2nc(C)cc2C)cc1
    -22.4	·
- Cc1ccc2oc(C(=O)NCc3ccc(S(N)(=O)=O)cc3)cc(=O)c2c1
    1.2	i

# Structures above containing two or more sulfur atoms:
# The line under a structure holds: OX1R antag	CHT allo act
- c1coc(CNc2nc(-c3cccs3)cs2)c1
    -4.3	i
- O=C(Cc1csc(-c2cccc(Cl)c2)n1)Nc1cccc(S(=O)(=O)NC2=NCCC2)c1
    -24.4	i

# Remaining list, next part:
# The line under a structure holds: OX1R antag	CHT allo act
- Cc1ccc(N2CCN(S(=O)(=O)c3ccc(F)c(C)c3)CC2)c(C)c1
    -28.0	i
- Cc1cc(C)nc(N(C#N)CC(=O)N(c2ccccc2)C(C)C)n1
    -26.2	i
- Cc1cc(C)nc(N(C#N)CC(=O)N2CCC(C(N)=O)CC2)n1
    -2.0	i
- O=C(CCS(=O)(=O)c1ccc(Cl)cc1)Nc1nnc(-c2ccco2)o1
    -13.0	i
- Cc1nc(-c2ccccc2)cc(=O)[nH]1
    -19.1	i
- COc1ccccc1NC(=O)COC(=O)c1cc(C)oc1C
    -0.9	·
- COc1cccc(C(=O)NCc2ccc3c(c2)cc(C)n3C)c1
    -15.2	i
- CN(C)c1ccc(CN2CCCCC2)cc1
    -12.2	i
- Cc1ccc(/C=C/C2=NN(Cc3ccc(Cl)c(Cl)c3)C(=O)CC2)cc1
    6.6	i
- Cc1ccc(C(=O)C2=C(O)C(=O)N(Cc3cccnc3)C2c2ccc(Br)cc2)o1 (configuration not stated)
    -13.6	i
- Cc1ccc(OCCNC(=O)c2cc(C3CC3)nc3c2cnn3C(C)C)cc1
    -30.5	·
- COC(=O)c1ccc(NC(=O)c2cc(Cl)ccc2OC)cc1
    -1.0	i
- CC1CCCC(NC(=O)COC(=O)c2ccccc2[N+](=O)[O-])C1C (configuration not stated)
    -19.6	i
- Cc1nc(NC(=O)c2ccc(OCC(C)C)cc2)sc1Cc1ccc2c(c1)OCO2
    -31.6	i
- Cc1ccc(CNC(=O)c2ccc(N3CCC4(CC3)CC(c3cccc(Br)c3)=NO4)c(NC(=O)c3ccco3)c2)cc1
    -2.0	i
- CC(C)c1ccc(CN(C(=O)c2cccs2)C2CCS(=O)(=O)C2)cc1 (configuration not stated)
    -7.9	i
- CCOC(=O)C1CCCN(C/C=C/c2ccccc2[N+](=O)[O-])C1 (configuration not stated)
    -16.1	i
- CCOc1cc(/C=N/NC(=O)c2cc(C3CC3)[nH]n2)ccc1O
    -5.2	i
- OCCN1C[C@H](O)[C@@H](O)[C@H](O)[C@H]1CO
    -8.2	i
- O=C(CCc1nnc2ccc(NCc3ccco3)nn12)Nc1ccccn1
    -9.2	i

# Remaining list, next part.
# The line under a structure holds: OX1R antag	CHT allo act
- CCc1cccc(CC)c1NC(=O)COC(=O)CC1c2ccccc2CCN1S(=O)(=O)c1ccc(F)cc1 (configuration not stated)
    -7.9	i
- COc1cccc(OCC(O)CNC(=O)c2oc3c(C)c(C)ccc3c2C)c1 (configuration not stated)
    -26.2	i
- CSc1nc(C)cc(OCNC(=O)c2cccs2)n1
    11.5	i
- Cc1ccc(-c2nc(CC(=O)Nc3cccc(S(=O)(=O)NC4=NCCC4)c3)cs2)cc1
    0.6	·
- C=CCSc1nc2ccccc2n1S(=O)(=O)c1ccc(C)cc1
    -21.5	i
- O=C(CN(C(=O)c1csnn1)c1cccc2ccccc12)NC1CCCC1
    -21.8	i
- O=C(Cc1ccc(-c2ccccc2)cc1)NCCN1CCOCC1
    -12.4	i
- Cc1ccccc1-n1nc2c(c1NC(=O)/C=C\c1ccc3c(c1)OCO3)CSC2
    -18.5	i
- CCOC(=O)/C(C(=O)Nc1ccccc1Cl)=C1/NC(C)(C)Cc2ccccc21
    -20.3	i
- CCS(=O)(=O)N1CCCC(C(=O)NCCc2ccccc2)C1 (configuration not stated)
    7.5	i
- O=C(Cc1cc(=O)oc2cc(O)ccc12)NCC1CCC(C(=O)O)CC1 (configuration not stated)
    -9.0	i
- O=C(C1CCCN(S(=O)(=O)c2cccc3nsnc23)C1)N1CCN(c2ccccn2)CC1 (configuration not stated)
    -35.2	i
- NS(=O)(=O)c1cccc(NC(=O)COC(=O)C2CCN(S(=O)(=O)c3cccs3)CC2)c1
    -9.7	i
- Cc1ccc(N2CC(C(=O)N3CCCCC3)CC2=O)cc1C (configuration not stated)
    -24.6	i
- CCc1ccc(C(=O)COC(=O)c2cccc(N3C(=O)c4c(C)nc5ccccc5c4C3=O)c2)cc1
    -13.5	i
- CCOc1ccc(N=C2SC(C(=O)Nc3ccccc3C#N)C(N)=C2C(=O)Nc2ccc(Cl)cc2)cc1 (configuration not stated)
    2.2	i
- CCCN(CCC)C(=O)c1ccc2c(=O)n(Cc3ccco3)c(=S)[nH]c2c1
    -35.5	i
- COC(=O)[C@@H]1C[C@@]2(O)[C@H](O)[C@H](O)[C@H](O)C[C@H]2N1C/C=C/c1ccccc1
    -9.7	i
- CCC(=O)Nc1ccc(NC(=O)c2cccc3ccccc23)cc1
    -4.3	i
- O=c1oc2ccccc2cc1-c1csc(Cc2nc(-c3ccc(Br)cc3)cs2)n1
    -6.4	i

# Next section:
# The line under a structure holds: OX1R antag	CHT allo act
- COc1ccc(CCNC(=O)COC(=O)/C=C/c2cc(OC)ccc2OC)cc1
    -6.8	·
- Cc1ccc(CN2CCN(/N=C/c3cc(Br)cc(Br)c3O)CC2)c(C)c1
    -10.6	i
- CCN(CC)c1ccc(/C=C(/C#N)c2nc3ccccc3[nH]2)c(OC(C)C)c1
    116.4*	i
- CCOc1ccc(NC(=O)CNC(=O)c2cn(-c3ccccc3OC)c(=O)c3ccccc23)cc1
    -17.7	i
- COc1ccc(N2CCN(c3ccc(NC(=O)C4CCCCC4)cc3C#N)CC2)cc1
    -10.1	i
- CCCCCN(C(=O)CCCSc1nncs1)c1c(N)n(CCCC)c(=O)[nH]c1=O
    -27.3	i
- COc1cccc(NC(=O)c2sc3ncn(CC(=O)N4CCN(c5ccccn5)CC4)c(=O)c3c2C)c1
    -30.1	i
- Cn1c(COc2ccccc2)nnc1SCC(=O)Nc1ccc2c(c1)OCO2
    -19.4	i
- CC(NC(=O)c1ccccc1Cl)C1CC2CCC1C2 (configuration not stated)
    -19.7	i
- Cc1ccc(OCC(=O)NCc2cccnc2)cc1
    -2.9	i
- CCN(CC)c1ncccc1C(=O)NCc1cccs1
    -9.1	i
- O=C(C[n+]1ccccc1)N/N=C/c1ccc(Br)cc1
    2.6	·
- COc1c(OC)c2[nH]c(=O)cc3c4ccccc4n(c1=O)c23
    3.0	i
- O=C(Nc1ccccc1-c1ccccc1)c1cccc(C(F)(F)F)c1
    -20.9	i
- CCOC(=O)c1ccc(NC(=O)CSc2nnc(C3CCCCC3)n2C)cc1
    -26.5	i
- CCOc1ccc(NS(=O)(=O)c2cc(C(=O)N(CC)CC(=O)NCc3cccs3)ccc2C)cc1
    -36.7	i
- COCCN(C(=O)COC(=O)c1ccc(Cl)s1)c1c(N)n(Cc2ccccc2)c(=O)[nH]c1=O
    1.7	i
- COCCNC(=O)c1cc(-c2ccc(-c3ccccc3)cc2)nc2ccccc12
    -22.9	i
- CN(C)S(=O)(=O)N1CCCC(C(=O)c2ccc(C(F)(F)F)cc2)C1 (configuration not stated)
    -22.4	i
- Cn1ncc2nnn(-c3ccccc3)c(=O)c21
    -10.4	i

# A section from further up, as a working copy:
# The line under a structure holds: OX1R antag	CHT allo act
- CN(C)S(=O)(=O)N1CCCC(C(=O)c2ccc(C(F)(F)F)cc2)C1 (configuration not stated)
    -22.4	i
- Cn1ncc2nnn(-c3ccccc3)c(=O)c21
    -10.4	i

# Later entries
# The line under a structure holds: OX1R antag	CHT allo act
- CCCCC1=CC2=CC(=O)C(C)(OC(=O)CC)C(=O)C2=CN1CCc1c[nH]c2ccccc12 (configuration not stated)
    0.5	i
- C/C(=N\NC1=NCCN1)c1ccc(N)c([N+](=O)[O-])c1
    -7.9	i
- C[C@@H](CSc1ccccc1)CN1CC[C@H](O)CCC1=O
    12.0	i
- O=C(Nc1ccc(O)c(-c2nc3ccccc3o2)c1)C1(c2ccccc2)CCCC1
    -15.1	i
- COC(=O)c1cc(Br)c(=O)n(Cc2ccncc2)c1
    -15.4	i
- Cn1cc(/C=C(\C(=O)O)C(C(=O)O)=C2CCCCC2)c2ccccc21
    -16.4	i
- CC(C)(C)c1ccc(C(=O)Nc2nnc(SCC(=O)NCC3CCCO3)s2)cc1 (configuration not stated)
    -0.2	i
- O=C(Nc1ccc2c(c1)OCO2)C1(S(=O)(=O)c2ccc(Cl)cc2)CC1
    -18.1	i
- CN(CC(=O)N(C)CC(=O)Nc1c(Cl)cccc1Cl)Cc1ccccc1F
    2.5	·
- CCc1nc(-c2ccccc2O)n(-c2ccccc2)n1
    -9.4	i
- Cc1nnc(N/N=C/C(C)c2ccccc2)[nH]c1=O (configuration not stated)
    -12.3	i
- Cc1ccc(S(=O)(=O)N2CCN(S(=O)(=O)N3CCC(C)CC3)CC2)c(C)c1
    -13.7	i
- CC(=O)Nc1sc2c(c1C(c1cccc(F)c1)N1CCN(CCO)CC1)CCCC2 (configuration not stated)
    -21.0	i
- O=C(Nc1nccs1)C1CCN(S(=O)(=O)c2cccnc2)CC1
    -7.1	i
- CSc1nc(-c2ccc(Cl)cc2)nn1C(=O)c1ccco1
    -10.7	i
- CCOc1ccc(-n2c(=O)[nH]cc(C(=O)N3CCCc4ccccc43)c2=O)cc1
    -24.0	i
- O=C(CCC(=O)c1ccc(Oc2ccccc2)cc1)Nc1ccc(Cl)cc1Cl
    -9.6	i
- Oc1c(C=NCc2ccc(F)cc2)[nH]c2ccc(Br)c(Cl)c12
    -13.7	i
- CN(C)S(=O)(=O)c1ccc2c(c1)C(=NO)c1cc(S(=O)(=O)N(C)C)ccc1-2
    1.4	i
- COc1ccc(S(=O)(=O)N2CCCN(CC(=O)C(C)(C)C)CC2)cc1
    -11.7	i

# (next part)
# The line under a structure holds: OX1R antag	CHT allo act
- NC(=O)c1cc(Cl)ccc1OCC(=O)Nc1ccc2c(c1)OCO2
    -9.2	·
- COCCCNC(=S)NC1CC2CCCC(C1)N2Cc1ccco1 (configuration not stated)
    -20.1	i
- Cc1csc(CN(C)C(=O)CC2C(=O)NCCN2Cc2ccc(Cl)c(F)c2)n1 (configuration not stated)
    -26.8	i
- CCCCc1nc(SCC(=O)Nc2cccc(Cl)c2)n[nH]1
    -23.3	i
- O=C(CSc1nc(-c2ccccc2)cc(=O)[nH]1)N1CCc2ccccc21
    -4.9	i
- Cc1ccc(S(=O)(=O)N2CCN(c3ccccc3)CC2)cc1C(N)=O
    -8.4	i
- Cc1ccc(-c2nn(-c3ccccc3)cc2C2CC(c3ccccc3)=NN2C(=O)CCC(=O)O)cc1 (configuration not stated)
    -9.3	i
- CCCn1c(N2CCOCC2)nc2c1c(=O)[nH]c(=O)n2C
    -11.2	i
- CC1CN(C(=S)Nc2ccc(SC(F)F)cc2)CC(C)O1 (configuration not stated)
    -6.5	i
- O=C(COC(=O)Cn1cnc2ccccc2c1=O)Nc1ccc2c(c1)OCO2
    -7.3	i
- Cc1cc(Nc2cccc(F)c2)n2nc(C)nc2n1
    -1.9	i
- CCC(C)(C)NC(=O)C(OC(=O)c1cc2sccc2n1C)c1ccc(OC)cc1 (configuration not stated)
    -23.7	i
- O=C(COc1ccccc1)N1CCN(S(=O)(=O)c2cccc([N+](=O)[O-])c2)CC1
    -27.3	i
- COc1ccc(CN2CCN(C3CCC3)CC2CCO)c(C)c1C (configuration not stated)
    -25.0	i
- CC(C)(O)C#Cc1ccc(C(=O)N2CCN(c3ccc(F)cc3)CC2)cc1
    -11.3	i
- O=C(CNS(=O)(=O)c1ccccc1)NCC(=O)OCc1ccc(Br)cc1
    -7.6	i
- Cc1cccc(Nc2c(-c3ccc(O)cc3)nc3ncccn23)c1
    -24.6	i
- O=C(Nc1cccc(S(=O)(=O)N2CCOCC2)c1)c1cnn2c(C(F)F)cc(-c3ccccc3)nc12
    -15.0	i
- O=C1C(Cl)=C(NCCCN2CCOCC2)C(=O)N1CCc1ccccc1
    -33.6	i
- Cc1cccc(C)c1NS(=O)(=O)c1c(C(=O)N2CCCCC2)c(C)n(C)c1C
    -18.4	i
- CC(C)C(=O)Nc1cccc(NC(=S)NC(=O)C(c2ccccc2)c2ccccc2)c1
    -4.6	i

# Compound activity deposited in PubChem BioAssay by several laboratories.
